CHRM5 antagonist: antagonists of human muscarinic M5 receptor (CHRM5); 360,000 tested, 0.59% active; CHO-hM5 cells, Fluo-8 calcium fluorescence, ACh EC80; inhibition, % at 3 µM;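 active = inhibition above a per-plate cutoff, the mean of that plate's test compounds plus 3 SD, cut at about 27% in these data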;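 also: 0% = acetylcholine EC80 with DMSO and 100% = DMSO without agonist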
M5 ag: agonists of human muscarinic M5 receptor (CHRM5); P08912; CHO-K1 hM5 cells, Fluo-8 calcium fluorescence; 0% DMSO wells, 100% maximal acetylcholine response; activation, % at 3 µM; 360,000 tested, 0.19% active;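 active = activation above the run's mean over test compounds plus 3 SD, cut at about 23% in these data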;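 also: signal is peak over basal fluorescence ratio across the kinetic read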
CRFBP-R2 agonist: CRF-BP/CRF-R2 complex agonism; HEK293 CRF-R2/CRF-BP, calcium dye fluorescence (FLIPR); percent of saturating CRF peptide response; activation, % at 13.2 µM; 350,000 tested, 0.46% active; AID 588473;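 active = activation of at least 50%, plus an integration ratio under a set limit after plate pattern correction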;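 also: plate controls were neutral control wells without compound for no effect and CRF at EC100 for full effect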
M1 PAM parental: M1 PAM counterscreen hit in parental CHO-K1 cells; ATP EC20, Fluo-8 calcium fluorescence; 0% at ATP EC20, 100% at ATP max; activation, % at 3 µM; 360,000 tested, 0.02% active; AID 602247;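 active = activation above the run cutoff, the mean activation of all test compounds plus 3 SD, cut at about 40% in these data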;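 also: peak over basal fluorescence ratio in a 140 s read after ATP addition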
CHRM4 PAM: CHRM4 positive allosteric modulation; P08173; CHO-K1 hM4/Gqi5, Fluo-8 calcium fluorescence, ACh EC20; 0% = ACh EC20, 100% = maximal ACh; activation, % at 3 µM; 360,000 tested, 0.4% active; AID 624126;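 active = activation above its plate's cutoff, the mean activation of sample wells plus 3 SD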; also: some results filed as inactive read as strong as hits
Target sequence (P08173 whole entry, looked up): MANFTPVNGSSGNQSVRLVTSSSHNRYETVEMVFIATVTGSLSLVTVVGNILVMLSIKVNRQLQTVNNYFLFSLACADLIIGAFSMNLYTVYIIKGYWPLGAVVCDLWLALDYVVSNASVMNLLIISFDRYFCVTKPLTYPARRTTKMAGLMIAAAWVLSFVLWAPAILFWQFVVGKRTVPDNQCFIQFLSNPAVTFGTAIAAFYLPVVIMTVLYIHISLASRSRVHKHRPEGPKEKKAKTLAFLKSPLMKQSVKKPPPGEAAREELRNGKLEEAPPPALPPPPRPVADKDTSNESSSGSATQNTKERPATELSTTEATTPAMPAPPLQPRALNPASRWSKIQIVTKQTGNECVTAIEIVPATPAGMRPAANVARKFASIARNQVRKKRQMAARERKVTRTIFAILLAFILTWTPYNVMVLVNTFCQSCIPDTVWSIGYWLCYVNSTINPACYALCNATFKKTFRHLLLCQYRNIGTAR
TAAR1 ag: agonists of human TAAR1 | activation, % at 3 µM | 360,000 tested, 0.99% active | CHO RD-HGA16 TAAR1, Fluo-8 calcium fluorescence; vehicle wells 0%, saturating PEA agonist 100% | AID 624467 | Q96RJ0;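 active = activation above the mean activation of all test compounds in the run plus 3 SD, cut at about 38% in these data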
Target sequence (Q96RJ0 whole entry, looked up): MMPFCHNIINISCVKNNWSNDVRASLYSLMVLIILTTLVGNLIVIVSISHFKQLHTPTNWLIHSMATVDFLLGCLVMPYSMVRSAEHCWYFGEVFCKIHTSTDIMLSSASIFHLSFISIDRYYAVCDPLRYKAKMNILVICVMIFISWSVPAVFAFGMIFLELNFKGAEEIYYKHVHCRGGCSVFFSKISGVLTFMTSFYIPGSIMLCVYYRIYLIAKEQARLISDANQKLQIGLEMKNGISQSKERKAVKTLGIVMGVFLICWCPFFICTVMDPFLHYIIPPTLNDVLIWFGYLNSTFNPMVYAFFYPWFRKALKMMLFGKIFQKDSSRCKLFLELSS
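Test system: RD-HGA16 (CHO) cells co-expressing Gα16 and hTAAR1 | Doses: Single dose, 3 µM | Schedule: 17-24 h seeding, 75 min 37 °C dye, 30 min RT | Evaluation: % activation from peak over basal fluorescence ratio, DMSO-to-PEA scaled | Technique: Kinetic Fluo-8 calcium fluorescence | Benchmarks: Low control DMSO, high control PEA (EC100)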
CRFBP-R2 block: CRF-BP/CRF-R2 complex antagonism | HEK293 CRF-R2/CRF-BP, CRF-induced calcium fluorescence | inhibition, % at 11.8 µM | AID 588475 | 350,000 tested, 0.59% active;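 active = inhibition of the ligand-induced calcium signal above about 50% at the single tested concentration, limit read from the data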
TAAR1 antagonist: human TAAR1 antagonism; Q96RJ0; 360,000 tested, 1.5% active; inhibition, % at 3 µM; CHO RD-HGA16 TAAR1, Fluo-8 calcium fluorescence, antagonist;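 active = inhibition above a per-plate cutoff, the mean inhibition of test compounds on that plate plus 3 SD, cut at about 49% in these data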;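 also: 0% = DMSO plus EC80 beta-PEA response and 100% = DMSO alone without agonist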
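Test system: RD-HGA16 CHO cells with stable hTAAR1 and Gα16 / Probe or stimulus: EC80 β-phenethylamine stimulus / Times: seeding 17-24 h prior, 75-min 37 °C, 30-min RT dye loading / Detection: Fluo-8 calcium-sensitive fluorescence / Read-out basis: % inhibition scaled between DMSO and EC80 PEA controls / Repeats: singlicate, one well per test compound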
CHRM5 PAM: positive allosteric modulators of human muscarinic M5 receptor. P08912. CHO-K1 hM5, Fluo-8 calcium, ACh EC20 PAM; 0% = ACh EC20, 100% = ACh EC100. activation, % at 3 µM. 360,000 tested, 0.3% active;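 active = activation above the run cutoff, the mean activation of all test compounds plus 3 SD, cut at about 18% in these data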
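Assay system: CHO-K1 hM5 cells / Incubation: Fluo-8 loading 80 min at 37 °C plus 30 min room temperature / Technique: Fluo-8 calcium dye fluorescence, kinetic read / Repeats: single replicate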
Active calls of the source: *; nt = no result given.

Each structure is followed by: CHRM5 antagonist	M5 ag	CRFBP-R2 agonist	M1 PAM parental	CHRM4 PAM	TAAR1 ag	CRFBP-R2 block	TAAR1 antagonist	CHRM5 PAM
CC(=O)C1=C(O)C(=O)N(CCCn2ccnc2)C1c1ccc(Cl)cc1 (centres undefined)
→ 2	2	0.9	18	8	15	3	4	7
CN(CCc1ccccn1)C(=O)Nc1cc(Cl)cc(Cl)c1
→ 6	-1	-3.7	4	5	5	3	-2	2
O=C(Cc1ccc(Br)cc1)N1CCN(C(=O)c2ccccc2)CC1
→ -3	1	-0.3	8	9	12	-4	19	5
CCOC(=O)C1=CCN(S(=O)(=O)c2ccccc2Br)C1c1ccc(Cl)c(Cl)c1 (centres undefined)
→ -8	-4	nt	2	-9	2	nt	18	-12
O=C(Cc1noc2ccccc12)Nc1ccccn1
→ -4	-1	-1.6	5	6	2	26	1	1
CCC1=NN(C(=O)Cc2ccc([N+](=O)[O-])cc2)C(O)(C(C)(C)C)C1 (centres undefined)
→ 8	-4	-0.9	-6	12	16	-8	6	-4
CN(c1ccccc1)S(=O)(=O)c1cccc(NC(=O)CSc2nnc(C3CC3)n2C)c1
→ 16	2	-0.9	-2	2	3	0	6	-10
Cc1ccnc(NC(=O)CN2C(=O)c3ccccc3C2=O)c1
→ -6	1	-0.5	-2	-3	5	12	1	3
CC(C)C(=O)N1CCN(c2ccccc2NC(=S)NC(=O)Cc2ccccc2)CC1
→ 4	-2	1.6	7	-4	2	-18	17	-6
CCc1ccc(NC(=O)CSc2nnc(C3CC3)n2CC2CCCO2)cc1 (centres undefined)
→ 8	-2	0.6	-6	-3	0	-28	-9	3
CC(c1ccco1)N(C(=O)c1cccc(S(=O)(=O)N(C)C)c1)c1ccccn1 (centres undefined)
→ -1	-3	-1.2	-5	-4	1	8	-7	6
COc1ccc(-c2cc(C(F)(F)F)nc(SCCC(=O)Nc3cc(C)on3)n2)cc1
→ 1	-2	4.6	-2	-3	-3	-20	-19	7
COc1cc(/C=N/NC(=O)c2cccnc2)ccc1OC(=O)c1cccc(Br)c1
→ 21	2	0.5	-6	-12	nt	-27	nt	-18
O=C(Nc1ccc(N2CCOCC2)c(Cl)c1)c1cc(F)c(F)cc1Cl
→ -2	-8	0.4	4	-4	2	6	5	-3
CCCCn1c(SCc2cccc([N+](=O)[O-])c2)nc2ccsc2c1=O
→ 20	1	0.0	-2	14	2	-8	21	-7
CSc1ccccc1C(=O)OCC(=O)NC1CCCCCCC1
→ -7	-1	-2.6	15	5	0	-18	-12	1
Cc1cccc(CCNC(=O)c2oc3c(C)c(C)ccc3c2C)n1
→ 17	-11	0.6	14	-2	7	-8	-12	-6
CC1(C)C(c2ccccc2)=[N+]([O-])C2(CCCCC2=O)N1O (centres undefined)
→ 2	-2	-0.6	4	5	2	-14	0	-8
NC(=O)CNC(=O)[C@@H]1CC2(CC(c3cccc([N+](=O)[O-])c3)=NO2)CN1C(=O)c1ccccc1 (some centres undefined)
→ 8	3	-2.7	9	10	6	4	-9	2
O=C1CCCC(=NNC(=O)c2cc3ccccc3cc2O)C1
→ -2	26*	27	5	5	nt	-41	nt	-1
CCOP(=O)(OCC)C(Nc1cccc([N+](=O)[O-])c1)c1ccc(OC)cc1 (centres undefined)
→ 4	-4	-1.3	18	-7	9	12	-30	6
O=C(N/N=C/c1coc2ccc(Cl)cc2c1=O)c1cc(O)cc(O)c1
→ 7	0	0.0	-22	-6	7	0	13	-12
O=c1cc(C23CC4CC(CC(C4)C2)C3)[nH][nH]1
→ -4	1	2.0	-5	2	8	-20	-5	-3
CC(NC(=O)Cn1ncc(Cl)c(Cl)c1=O)C12CC3CC(CC(C3)C1)C2 (centres undefined)
→ 6	1	-0.5	20	3	nt	-96	nt	3
CCOC(=O)C(NC(=O)Nc1ccc(F)cc1F)(Oc1ccc(F)cc1)C(F)(F)F (centres undefined)
→ 4	-2	-1.0	23	-5	2	14	-11	2
O=C(c1cccc([N+](=O)[O-])c1)N1CCN(Cc2ccccc2)CC1
→ 14	-2	-1.7	6	1	0	22	-9	-4
CCN(CC)CCN1CCn2c3c(c4cc(C)ccc42)CCCC31 (centres undefined)
→ 7	-4	-3.7	-4	5	1	-5	-5	-3
CCOc1ccc(Nc2nc(N)c([N+](=O)[O-])c(NCc3ccccc3)n2)cc1
→ -9	0	0.7	4	-3	1	-20	-38	2
Cc1ccc2occ(/C=N/NC(=O)[C@@H](N)Cc3ccccc3)c(=O)c2c1
→ 3	0	0.0	4	-2	1	-10	-8	2
Cc1cc(NC(=O)c2ccco2)c(=O)n(Cc2c(F)cccc2Cl)c1
→ -7	-1	-0.2	-10	0	-5	-9	11	7
O=C(Cc1ccc(S(=O)(=O)N2CCOCC2)s1)N1CCN(S(=O)(=O)c2ccccc2[N+](=O)[O-])CC1
→ 23	-5	0.2	-2	-9	9	-8	6	-11
Cc1cccn2cc(CCNC(=O)c3ccc(Br)o3)nc12
→ 3	0	-0.8	17	1	2	2	-11	-6
CCOC(=O)c1ccc(NC(=O)c2cnccn2)cc1
→ -4	0	0.2	24	17	8	8	-10	1
CCc1ccc(NC(=O)C(C)OC(=O)CCC(=O)c2cccs2)cc1 (centres undefined)
→ 6	-5	-3.5	22	-2	-2	-12	-14	-7
O=C(COc1ccccc1)Nc1ccc2oc(=O)ccc2c1
→ 14	-3	-0.8	-15	-3	1	5	12	-4
COCCCNC(=S)N(Cc1ccccc1)Cc1nc2ccccc2c(=O)[nH]1
→ -7	1	-3.8	21	0	0	-12	-9	1
Cc1n[nH]c(C)c1NC(=O)CN1CCN(S(=O)(=O)c2ccc(C(F)(F)F)cc2)CC1
→ 0	7	-2.1	-15	13	3	-10	1	8
CCN(CC)c1nc(-c2ccccc2)ncc1S(=O)(=O)c1ccc(C)cc1
→ 1	-8	5.7	11	-8	0	-12	22	-11
CCOc1ccccc1NC(=O)C1CCCN(S(=O)(=O)c2cccc3nsnc23)C1 (centres undefined)
→ 3	-2	4.3	9	-4	13	-5	19	-10
Cc1ccc(CN2C(=O)c3ccccc3C2c2nnnn2-c2ccc3c(c2)OCCO3)cc1 (centres undefined)
→ 7	2	nt	12	-2	3	nt	-10	-9
CCNC(=O)COc1ccc(F)cc1C(=O)c1cnn(-c2ccccc2)c1
→ 15	-5	-2.4	8	-13	0	6	3	-4
CC(Oc1ccc(Cl)cc1)C(=O)Nc1ncccn1 (centres undefined)
→ 11	-1	0.1	10	-8	0	12	-8	-6
CC(C)N1C(=O)C(=O)N(CC(=O)N2CCc3ccccc32)C1=O
→ -4	3	-2.6	5	5	1	10	-9	4
CCN(CC)C(=O)Cn1cc(C(=O)C(=O)N2CCN(C)CC2)c2ccccc21
→ -2	-4	-0.3	-4	12	6	-4	-4	5
CCOC(=O)[C@]12CCC=C1N(Cc1cccc3ccccc13)C(=O)[C@H](CC(=O)N1CCC(c3ccccc3)CC1)C2
→ 4	1	nt	-1	4	0	nt	-10	-5
Cc1noc(/C=C/NCc2cccnc2)c1S(=O)(=O)N(C)CC(=O)N1CCc2ccccc21
→ -3	0	-1.0	11	-2	0	-18	3	-6
CC(=O)Nc1ccc(S(=O)(=O)N(C)S(=O)(=O)c2ccc(F)cc2)cc1
→ -1	-1	0.4	-2	2	8	-6	6	-2
CC(C)c1nc2cc(C(=O)N3CCNC(=O)C3c3cccc(F)c3)ccc2o1 (centres undefined)
→ 6	2	1.9	2	-2	3	-6	-3	-1
CCCn1cc(CN2CCc3ccc(NC(=O)C4CCCO4)cc3C2)c(C)n1 (centres undefined)
→ -3	-1	-0.6	6	0	0	6	-21	3
Cc1ccc(S(=O)(=O)N2CCOCC2)cc1C(=O)NC1=NCCS1
→ -2	3	-0.3	1	-1	4	8	-6	4
CCOC(=O)Nc1ccc2c(c1)N(C(=O)C(C)N1CCCC1)c1ccccc1CC2 (centres undefined)
→ 24	-7	2.2	4	-16	nt	-9	nt	-24
c1ccc(C(c2nnnn2C2CCCC2)N2CCN(c3ccccc3)CC2)cc1 (centres undefined)
→ 1	-6	0.8	22	10	-2	42	-4	2
CCC1Oc2ccc(C)cc2N(CC(=O)N(Cc2cccnc2)Cc2cccc(F)c2)C1=O (centres undefined)
→ -3	-1	-0.2	3	-1	13	4	30	-7
O=C(CSc1nc2ccccc2s1)c1ccc(O)cc1O
→ 10	-1	-1.3	11	-1	1	-8	2	-6
CSc1ccc(CN2CCCN(C)CC2)cc1
→ 8	-3	-0.6	-1	4	6	1	-31	0
Cc1cccc(N2CCN(C(=S)Nc3ccc4nc5n(c(=O)c4c3)CCCCC5)CC2)c1C
→ 8	2	-4.3	11	14	-1	11	4	5
O=c1[nH]c(C2CCCN(S(=O)(=O)c3ccccc3)C2)nc2c1nnn2Cc1ccccc1 (centres undefined)
→ 4	-1	-0.8	-4	-3	10	2	16	-1
Fc1ccc2c(c1)C1OCCCC1C(c1ccccc1)N2 (centres undefined)
→ -5	-6	-1.4	2	-3	0	-17	-17	7
Cc1noc(C)c1S(=O)(=O)Nc1ccc(C(=O)NC2CCCCC2C)cc1 (centres undefined)
→ -9	-4	-2.3	16	4	13	-12	20	6
COc1ccc(S(=O)(=O)N2CCOCC2)cc1NC(=O)CSc1nnc(C2CC2)n1C1CC1
→ 1	0	0.1	8	1	5	1	-2	0

Structures listed so far that bear a hit mark in M5 ag:
compound	CHRM5 antagonist	M5 ag	CRFBP-R2 agonist	CHRM4 PAM	CRFBP-R2 block	CHRM5 PAM
O=C1CCCC(=NNC(=O)c2cc3ccccc3cc2O)C1	-2	26*	27	5	-41	-1

New compounds follow
Each structure is followed by: CHRM5 antagonist	M5 ag	CRFBP-R2 agonist	M1 PAM parental	CHRM4 PAM	TAAR1 ag	CRFBP-R2 block	TAAR1 antagonist	CHRM5 PAM
O=c1ccc2cc(S(=O)(=O)N3CCOCC3)ccc2o1
→ 2	-3	0.2	10	10	12	7	10	0
Cc1ccc(NC(=O)C2(C)CCN2C(=O)Cc2ccccc2)cc1C (centres undefined)
→ 5	-1	nt	-8	-2	1	nt	-14	-5
COc1cc(C)c(CN2CCC(n3nccc3NC(=O)C3CCOC3)CC2)cc1C (centres undefined)
→ 7	-5	-0.4	6	4	1	8	-24	0
CC(C)CNS(=O)(=O)c1ccc(OCC(=O)NCC2CCCO2)c(Cl)c1 (centres undefined)
→ 5	-2	0.6	12	-2	7	7	10	-11
NS(=O)(=O)c1ccc(CCNS(=O)(=O)c2cccc3cccnc23)cc1
→ 1	0	-1.8	10	3	4	-9	-6	7

Single records, from the list above. Order of screens: CHRM5 antagonist | M5 ag | CRFBP-R2 agonist | M1 PAM parental | CHRM4 PAM | TAAR1 ag | CRFBP-R2 block | TAAR1 antagonist | CHRM5 PAM
Listed for COc1cc(C)c(CN2CCC(n3nccc3NC(=O)C3CCOC3)CC2)cc1C (centres undefined) : 7 | -5 | -0.4 | 6 | 4 | 1 | 8 | -24 | 0
Listed for CC(C)CNS(=O)(=O)c1ccc(OCC(=O)NCC2CCCO2)c(Cl)c1 (centres undefined) : 5 | -2 | 0.6 | 12 | -2 | 7 | 7 | 10 | -11

High-throughput results as filed in PubChem BioAssay.
